N370S GC mod: N370S glucocerebrosidase modulation, Gaucher chaperone candidate | 0.092% of 330,000 active | N370S GC spleen homogenate, 4MU-glucoside fluorescence | AID 2101 | Potency, µM (top dose mostly 59.4 µM), for the others: top-dose activity change, negative = inhibition, hits mostly inhibitors;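 also: 0% = full enzyme activity and -100% = no enzyme basal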
TDP1 cell CPT: growth inhibition of DT40 Tdp1-/-;hTDP1 cells with camptothecin (screen for TDP1 inhibitors) | chicken DT40 Tdp1-/-;hTDP1 cells + 20 nM CPT, ATP luminescence, 48 h | Potency, µM (doses to about 46.2 µM), for inactives: at the highest dose activity change, negative = growth inhibition, most hits filed as inhibitors | 12% of 420,000 active; also: nearly all actives have a fitted effect of over 55% in size
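Chicken DT40 Tdp1-/- cells stably complemented with human TDP1 were seeded at 400 cells/well in medium containing 20 nM camptothecin, exposed to pin-transferred compounds, and grown at 37 °C for at least 48 hr. Viability was read as ATP luminescence.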
FEN1 inh: human FEN1 inhibition. 0.35% of 390,000 active. Potency, µM (top dose mostly 114 µM), for inactives: top-dose activity change, negative = inhibition, hits mostly inhibitors. AID 588795. P39748. Recombinant FEN1 flap cleavage, fluorescence, 15 min; also: nearly all actives have a fitted effect of over 65% in size
Target sequence (P39748 whole entry, looked up): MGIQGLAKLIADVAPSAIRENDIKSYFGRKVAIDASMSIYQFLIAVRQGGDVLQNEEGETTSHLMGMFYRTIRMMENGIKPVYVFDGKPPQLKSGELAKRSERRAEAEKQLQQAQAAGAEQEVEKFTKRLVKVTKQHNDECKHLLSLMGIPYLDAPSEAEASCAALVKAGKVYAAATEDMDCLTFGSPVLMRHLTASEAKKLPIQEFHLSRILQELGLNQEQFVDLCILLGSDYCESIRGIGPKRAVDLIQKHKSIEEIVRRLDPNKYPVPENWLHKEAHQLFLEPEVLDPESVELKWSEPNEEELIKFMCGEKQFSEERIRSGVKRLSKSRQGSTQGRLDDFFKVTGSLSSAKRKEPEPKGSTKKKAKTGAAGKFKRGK
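With each library titrated from low to high concentration, compounds met 10 nM FEN1 for 15 min at room temperature before 50 nM substrate was added; readings at 0 and 15 min fed four-parameter Hill curve fits.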
* marks the source's active call; other numbers are inactive results; ? = inconclusive; . = not tested or not shown; & = joins results of further samples. Calls follow the shape of the dose curve; as a rule, active = well fitted curve in the direction sought with a large enough effect; inconclusive = small, poorly fitted or top-dose-only effect, or another doubt; inactive = no such curve, though single readings can be large; an effect the other way counts as inactive or inconclusive. Unless noted, % is scaled to controls: 0 for no effect and ±100 for the full control effect; potency is read from the fitted curve at half-maximal effect. Only part of the results is shown; count on the stated rates, not on these rows.

Each structure is followed by: N370S GC mod	TDP1 cell CPT	FEN1 inh
- COCCn1nnnc1C(c1ccccn1)N1CCN(c2cc(C)ccc2C)CC1 (stereo unspecified)
    -8.6%	-20.9%	-1.4%
- CCOc1ccc(OCC)c(NC(=O)C2CCCN(S(=O)(=O)c3cnc[nH]3)C2)c1 (stereo unspecified)
    -20.9%	-16.4%	8.6%
- CCc1ccc(N=Nc2ccc(O)c3[nH]cnc23)cc1
    .	?	-8.2%
- O=C(Nc1nccs1)c1ccccc1[N+](=O)[O-]
    1.7%	6.8%	-1.8%
- O=C(Nc1nnc(-c2ccc3c(c2)CCCC3)o1)c1ccc(Cl)cc1Cl
    4.5%	13µM*	-5.1%
- CC(=O)NC(C)c1nc2ccccc2n1Cc1ccccc1F (stereo unspecified)
    10.6%	?	3.9%
- COc1ccc(CCNC(=O)C(=O)NCc2ccccc2C)cc1OC
    -2.8%	10.3%	10.2%
- CCN1C(=NCc2cccc(Cl)c2)N[C@@H](c2cccc(F)c2)C(C(=O)OC)=C1C
    0.4%&-7.2%	?	0.6%
- CC(C)N(Cc1ccccc1)C(=S)NC1CCCCC1
    -4.4%	-6.4%	-12.1%
- Cc1ccc(Cl)cc1NC(=O)Cn1c(=O)n(CCC(=O)NCc2ccc3c(c2)OCO3)c(=O)c2sccc21
    .	-5.8%	-14.5%
- O=c1c2c3c(sc2ncn1/N=C/c1ccncc1)CCCC3
    -1.1%	1.2%	-6.9%
- COc1ccccc1CNC(=O)c1ccc2c(c1)CCN2S(=O)(=O)c1ccc(Cl)cc1
    .	-27.9%	8.6%
- Cc1cc(C)cc(NC(=O)C(=O)NCC(c2cccnc2)N2CCN(c3ccccc3)CC2)c1 (stereo unspecified)
    .	20.6µM*	-6.6%
- COC(=O)c1cccc(NC(=O)CSc2nnc(COc3ccccc3)n2C)c1
    -3.4%	-11.7%	-2.0%
- CN(C)c1ccc(NC(=S)NC(=O)/C=C/c2ccco2)cc1
    4.8%	1.4%	17.5%
- CC1=C(C(=O)N2CCCCC2)C(c2cccc(Cl)c2)n2c(nc3ccccc32)N1 (stereo unspecified)
    .	16.4µM*	0.5%
- O=C(CCCC(=O)N(CC(=O)NC1CCCCC1)CC1CCCO1)Nc1ccccn1 (stereo unspecified)
    19.0%	-4.4%	8.4%
- O=C1c2ccccc2C(O)(c2ccccc2)N1C1CC1 (stereo unspecified)
    -1.6%	-9.4%	13.0%
- CC1CCCC(C)N1C(=O)COC(=O)COc1ccccc1C#N (stereo unspecified)
    .	10.0%	-13.5%
- O=C(N1CCN(c2ccccn2)CC1)N1c2ccccc2Sc2ccccc21
    ?	0.731µM*	-18.1%
- COc1cc(C)c(Cl)cc1S(=O)(=O)NCCc1c(C)[nH]c2ccccc12
    .	?	-7.9%
- CS(=O)(=O)Nc1cccc(-c2cn3c(n2)SCC3)c1
    3.9%	-1.4%	20µM*
- CCCCN1C(=N)N([C@@H](CN2CCC[C@H]2CN2C(N)=NC[C@@H]2Cc2ccccc2)C(C)C)C[C@H]1Cc1ccccc1
    .	?	-13.9%
- CCCCC(=O)Nc1nn(C)c2nc3c(C)cccc3cc12
    11.5%	-26.8%	-0.2%
- Cc1cc(N/N=C/c2ccccc2)nc(N2CCOCC2)n1
    -1.8%	1.0%	3.1%
- O=C(Nc1ccc(C(=O)N2CCOCC2)cc1)C1CCC1
    .	-0.7%	0.6%
- O=C(CSc1nc2ncc(Cl)cc2[nH]1)Nc1cccc(F)c1
    -9.0%	?	-5.4%
- O=C(O)CC1(CC(=O)NCc2ccc(Cl)cc2)CCCCC1
    -16.0%	1.4%	3.6%
- Cn1nnnc1SCc1csc(C2C(C#N)=C(N)OC3=C2C(=O)CCC3)c1 (stereo unspecified)
    -11.8%	13.7%	14.4%
- COc1ccc(NC(=O)c2cnc(SCC(=O)Nc3nc4ccc(C)cc4s3)n(C)c2=O)cc1
    .	-8.9%	-0.2%
- CCC(=O)N/N=C(\C)CC(=O)Nc1ccc(Cl)cc1
    14.5%	-30.9%	-5.5%
- O=S(=O)(c1ccc(C2CCCCC2)cc1)N1CCOCC1
    17.5%	?	-26.4%
- Cc1ccccc1CC1(CO)CCCN(C(=O)CCC(=O)c2ccccc2)C1 (stereo unspecified)
    2.5%	-13.3%	-7.1%
- O=Cc1cn(CC(=O)NCC2CCCO2)c2ccccc12 (stereo unspecified)
    4.3%	-19.5%	1.2%
- Cc1cccc(NC(=O)c2cc(=O)c3ccccc3o2)n1
    -11.4%	-19.7%	-10.3%
- O=C(CCNC(=O)c1ccc(Cl)cc1)Nc1cccc(S(=O)(=O)N2CCCCCC2)c1
    -12.0%	?	-19.4%
- CCOC(=O)c1c(S(=O)(=O)N2CCN(C3CCCCC3)CC2)c(C)n(C)c1C
    -10.7%	-10.6%	17.3%
- O=C(Nc1nnc(C2=COCCO2)o1)c1cccc(C(F)(F)F)c1
    -3.3%	25.9µM*	1.3%
- CC1=NOC2(C1)/C(=N/O)CCC/C2=N\O (stereo unspecified)
    0.8%	-4.6%	-2.9%
- O=C(COC(=O)c1ccccc1Br)Nc1cccnc1Cl
    .	-8.9%	-0.8%
- O=C(/C=C/c1cccs1)NC1CCS(=O)(=O)C1 (stereo unspecified)
    2.7%	?	6.8%
- CCN1CCCC1CNC(=O)c1cc2c(C)nc3ccccc3c2o1 (stereo unspecified)
    -24.4%	-1.0%	-17.3%
- CCOc1ccc(C(=O)NNC(=O)CNC(=O)c2ccc(C)s2)cc1OC
    .	-2.5%	18.8%
- CCC(=O)Nc1nnc(S(=O)(=O)N2CCCCCC2)s1
    1.9%	0.2%&-6.3%	17.5%&-7.3%
- COC(=O)c1cc(C(=O)c2ccc(C(C)(C)C)cc2)c[nH]1
    28.2%	?	-14.0%
- O=C(COc1cccnc1[N+](=O)[O-])N1CCN(S(=O)(=O)c2ccccc2)CC1
    8.0%	2.4%	9.6%
- COc1ccc(NC(=S)NCCN2CCOCC2)c(OC)c1
    .	-7.3%	-1.3%
- O=S(=O)(Nc1cccc(-c2ccc(N3CCCCC3)nn2)c1)c1cccs1
    .	0.3%	-13.9%
- C1CCCC(NC2=NCCO2)CCC1
    9.3%	11.0%	-8.6%
- O=C(/C=C/c1ccc(Cl)cc1Cl)NC(=S)Nc1ccc(CN2CCOCC2)cc1
    6.3%	16.4µM*	-0.2%

Continuation.
Each structure is followed by: N370S GC mod	TDP1 cell CPT	FEN1 inh
- CC(=O)Nc1ccc(NC(=O)C(OC(=O)c2ccccc2)C(OC(=O)c2ccccc2)C(=O)O)cc1 (stereo unspecified)
    -3.9%	4.8%	-0.5%
- Cc1ccc(N(CC(=O)N2CCN(c3ccc(Cl)cc3)CC2)S(=O)(=O)c2c(C)noc2C)cc1
    .	?	18.1%
- C=CCOc1ccc(/C=N/NC(=O)C(C)Sc2ccccn2)cc1OC (stereo unspecified)
    -7.0%	-18.0%	-8.6%
- CCCn1c(O)c(N=Nc2ccc3ccccc3n2)c2ccccc21
    -7.8%	?	-4.4%
- CCN1C(=O)CC(NNC(=O)c2ccc(Cl)cc2)C1=O (stereo unspecified)
    3.5%	-11.7%	-8.4%
- COc1cccc(Cc2nc3ccccc3nc2SCC(=O)N2CCc3ccccc32)c1
    .	-14.8%	-8.0%
- O=C(CN1CCc2cc3c(cc2C1)OCCCO3)Nc1ccccc1
    -4.3%	?	0.1%
- CCSc1nnc(NC(=O)[C@H](C)N2C(=O)C3CC=CCC3C2=O)s1 (stereo partly specified)
    3.3%	4.4%	1.2%
- O=C(CSc1nc2ncc(Cl)cc2[nH]1)NCCc1ccc(F)cc1
    ?	?	-4.7%
- Cn1cccc1/C=N/NC(=O)c1ccn[nH]1
    0.6%	13.9%	-4.4%
- O=C1N[C@@H](Cc2ccccc2)C(=O)N2[C@@H]1C[C@]1(Br)c3ccccc3N(S(=O)(=O)c3ccccc3)[C@H]21
    .	?	-13.9%
- COCCC(=O)N1CCC(Oc2ccc(C(=O)N3CCCC(COC)C3)cc2)CC1 (stereo unspecified)
    -1.1%	6.4%	1.2%
- CCn1nc(C)c(CNC(=O)c2ccc(OC3CCN(Cc4ccccn4)CC3)cc2)c1C
    -3.3%	6.51µM*	5.6%
- Cc1cc(C)cc(OCC(=O)NCC2CCCO2)c1 (stereo unspecified)
    -17.7%	-25.2%	7.1%
- CN(CCc1ccccn1)C(=O)CCC1CCCN(C(=O)c2ccccn2)C1 (stereo unspecified)
    -20.9%	-7.8%	-0.7%
- O=C(CSc1ccc(C(F)(F)F)cc1[N+](=O)[O-])Nc1ccccc1
    -13.9%	3.4%	-0.2%
- CCCCn1c(N)c(N(CC(C)C)C(=O)c2cc3c(s2)CCCCC3)c(=O)[nH]c1=O
    -2.4%	-1.4%	5.2%
- O=C(Oc1ccccc1C(=O)Nc1ccccc1)c1ccccc1Br
    21.2%	18.4µM*	-11.7%
- COc1ccc2cc(CN(CC3CCCO3)S(=O)(=O)c3ccccc3)c(=O)[nH]c2c1 (stereo unspecified)
    9.2%	?	-3.4%
- Cc1ccc(C(c2nnnn2CS(=O)(=O)c2ccc(C)cc2)N2CCC(C)CC2)cc1 (stereo unspecified)
    7.6%	?	-7.6%
- CC1Cc2ccccc2C(CCc2ccccc2)=N1 (stereo unspecified)
    4.1%	-30.0%	12.4%
- CS(=O)(=O)N1CCC(C(=O)O)CC1
    4.5%	2.2%	0.3%
- COc1cc(C(=O)NNC(=O)COc2cccc(F)c2)ccc1OCC(=O)N1CCOCC1
    .	1.3%	19.9%
- O=C(C[C@H]1C/C=C\CC[C@@H](Cc2ccc(F)cc2)C(=O)O[C@H](c2ccccc2)CNC1=O)N[C@H](CO)Cc1ccccc1
    .	18.4µM*	-5.1%
- COc1ccccc1CNc1ncc(-c2ccccc2)n1C
    -4.1%	25.9µM*	-2.2%
- Cc1ccc(S(=O)(=O)N2CCN(C(=O)CN3C(=O)NC4(CCCC4)C3=O)CC2)c(C)c1
    -0.7%	1.4%	-2.4%
- CS(=O)(=O)N1CCC(C(=O)Nc2ccc(Cl)cc2)CC1
    -7.3%	-15.4%	5.6%
- CCc1ccc(NC(=O)c2cc(C)on2)cc1
    -27.7%	-4.1%	-7.5%
- CCN(CC(=O)Nc1c(F)cccc1F)C(=O)Cc1n[nH]c(=O)c2ccccc12
    -3.6%	-29.9%	7.3%
- O=C(CSc1ccc(F)cc1)NC12CC3CC(CC(C3)C1)C2
    -4.1%	?	-21.4%
- O=C(Cn1ccc2ccccc2c1=O)NCCC(=O)Nc1ccc(F)cc1F
    -14.8%	0.6%&0.4%	1.2%&-8.0%
- COc1ccc(O)c(-c2[nH]ncc2C(=O)c2ccccc2)c1
    10.6%	-27.7%	-15.3%
- COC(=O)c1cccc(NC(=O)C(C)N2C(=O)c3ccccc3C2=O)c1 (stereo unspecified)
    4.4%	15.0%	2.9%
- O=C(Nc1nc(-c2ccc(-c3ccccc3)cc2)cs1)C1=COCCO1
    -1.9%	-23.3%	-4.7%
- CC(C)c1ccccc1OCC(=O)NN1C(=O)c2ccccc2C1=O
    20.6%	0.6%	1.3%
- Cc1ccc(-c2csc(NCCn3c(C)nc4cc(C(F)(F)F)ccc43)n2)cc1
    .	?	-30.2%
- O=C(CN1CCN(C2CCCCC2)CC1)Nc1ccccc1N1CCCCC1
    2.9%	29.1µM*	?
- Cc1ccccc1NS(=O)(=O)c1ccc2[nH]cc(C(=O)NCCc3ccccc3)c(=O)c2c1
    -5.5%	?	6.1%
- COC(=O)c1ccc(C(=O)OC)c(NC(=S)N2CCCCC2)c1
    0.3%	-7.5%	-2.7%
- S=C(Nc1cccc2ccccc12)NC1CCCCC1
    28.9%	?	-12.0%

Sorted by SMILES length (ascending): some entries from above
Each structure is followed by: N370S GC mod	TDP1 cell CPT	FEN1 inh
- COc1ccc(O)c(-c2[nH]ncc2C(=O)c2ccccc2)c1
    10.6%	-27.7%	-15.3%
- CC(C)c1ccccc1OCC(=O)NN1C(=O)c2ccccc2C1=O
    20.6%	0.6%	1.3%
- O=C(Cn1ccc2ccccc2c1=O)NCCC(=O)Nc1ccc(F)cc1F
    -14.8%	0.6%&0.4%	1.2%&-8.0%

Further records:
Each structure is followed by: N370S GC mod	TDP1 cell CPT	FEN1 inh
- COCC(C)Nc1ccc(S(=O)(=O)N2CCCC2)cc1[N+](=O)[O-] (stereo unspecified)
    1.9%	-6.0%	1.0%
- CCCCc1ccc(C(=O)NC(C(=O)O)C(C)C)cc1 (stereo unspecified)
    0.7%	-12.3%	8.3%
- Cc1ccc(N(C(C)C(=O)O)S(=O)(=O)c2c(C)[nH]c(=O)[nH]c2=O)cc1 (stereo unspecified)
    -8.0%	1.0%	-3.7%
- COC(=O)c1sccc1S(=O)(=O)Nc1ccc(Cl)cc1
    0.0%	-27.8%	11.4%
- CCOc1ccc(-c2nn(CC(=O)NC3CCCC3)c3c2cnc2ccc(F)cc23)cc1
    .	-2.4%	5.9%
- Cc1cc(C)n(-c2nc3c(c(=O)[nH]c(=O)n3C)n2CCc2ccccc2)n1
    3.6%	?	0.7%
- Cc1ccc(O)c(C2=NCCNC(C(F)(F)C(F)F)=C2)c1
    -16.9%	-2.1%	-7.1%
- CCO[C@H]1OC(C(=O)N2CCOCC2)=C[C@@H](c2cn(C(C)=O)c3ccccc23)[C@@H]1CCCO
    1.6%	-16.8%	5.2%
